# M5 PAM – potentiates acetylcholine response at human M5 receptor | P08912 | activation, % at 3 µM | 360,000 tested, 0.3% active | CHO-K1 hM5, Fluo-8 calcium, ACh EC20 PAM; 0% = ACh EC20, 100% = ACh EC100;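 active = activation above the run cutoff, the mean activation of all test compounds plus 3 SD, cut at about 18% in these data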
# Target sequence (P08912 whole entry, looked up): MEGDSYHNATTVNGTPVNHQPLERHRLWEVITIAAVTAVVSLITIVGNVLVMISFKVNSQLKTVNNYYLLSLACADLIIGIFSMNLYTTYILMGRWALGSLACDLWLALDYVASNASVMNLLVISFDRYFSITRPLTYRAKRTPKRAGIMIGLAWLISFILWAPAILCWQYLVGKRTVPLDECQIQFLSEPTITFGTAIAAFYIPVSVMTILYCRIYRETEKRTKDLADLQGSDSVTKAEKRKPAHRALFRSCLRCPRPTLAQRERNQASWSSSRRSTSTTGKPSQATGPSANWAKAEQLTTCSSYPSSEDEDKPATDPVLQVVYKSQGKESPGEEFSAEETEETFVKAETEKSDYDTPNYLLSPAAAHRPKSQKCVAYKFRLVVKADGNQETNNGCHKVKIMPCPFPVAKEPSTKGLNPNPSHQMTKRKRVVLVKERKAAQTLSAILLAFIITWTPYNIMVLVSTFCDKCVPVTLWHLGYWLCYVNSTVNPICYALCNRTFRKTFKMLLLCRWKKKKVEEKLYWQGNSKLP
#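 system = human M5 receptor in CHO-K1 cells | compound = one concentration, 3 µM final (nominal) | schedule = Post-acetylcholine fluorescence recording 140 s | signal = Fluo-8 calcium dye fluorescence, kinetic read | benchmarks = low control EC20 acetylcholine (0%), high control EC100 acetylcholine (100%) | repeats = singlicate, one well per test compound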
# CHRM5 agonist – agonists of human muscarinic M5 receptor (CHRM5); CHO-K1 hM5 cells, Fluo-8 calcium fluorescence; 0% DMSO wells, 100% maximal acetylcholine response; activation, % at 3 µM; 360,000 tested, 0.19% active; AID 624037;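 active = activation above the run's mean over test compounds plus 3 SD, cut at about 23% in these data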;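 also: signal is peak over basal fluorescence ratio across the kinetic read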
# M4 PAM – CHRM4 positive allosteric modulation. P08173. CHO-K1 hM4/Gqi5, Fluo-8 calcium fluorescence, ACh EC20; 0% = ACh EC20, 100% = maximal ACh. activation, % at 3 µM. 360,000 tested, 0.4% active. AID 624126;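 active = activation above its plate's cutoff, the mean activation of sample wells plus 3 SD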; also: some results filed as inactive read as strong as hits
# M4 antag – CHRM4 antagonism in calcium assay | P08173 | 360,000 tested, 0.73% active | CHO-hM4 cells, ACh EC80, Fluo-8 calcium fluorescence | inhibition, % at 3 µM;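 active = inhibition above its plate's cutoff, the mean inhibition of sample wells plus 3 SD, cut at about 27% in these data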;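 also: 0% = acetylcholine EC80 with DMSO and 100% = DMSO without agonist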
# M4 ag – CHRM4 agonism in calcium assay; CHO-K1 hM4/Gqi5, Fluo-8 calcium fluorescence; vehicle 0%, full acetylcholine response 100%; 360,000 tested, 0.14% active; P08173; AID 624127; activation, % at 3 µM;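 active = activation above the run mean over all test wells plus 3 SD, cut at about 32% in these data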;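 also: peak over basal fluorescence ratio per well then scaled between controls; 0% = DMSO wells and 100% = acetylcholine at EC100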
# M1 PAM – positive allosteric modulators of human M1 muscarinic receptor; P11229; AID 588819; 360,000 tested, 0.088% active; CHO-K1 hM1, Fluo-8 calcium fluorescence, ACh EC20; 0% = ACh EC20, 100% = maximal ACh; activation, % at 3 µM; in the data active = activation above about 19%, passing the limit was not always enough
# Target sequence (P11229 whole entry, looked up): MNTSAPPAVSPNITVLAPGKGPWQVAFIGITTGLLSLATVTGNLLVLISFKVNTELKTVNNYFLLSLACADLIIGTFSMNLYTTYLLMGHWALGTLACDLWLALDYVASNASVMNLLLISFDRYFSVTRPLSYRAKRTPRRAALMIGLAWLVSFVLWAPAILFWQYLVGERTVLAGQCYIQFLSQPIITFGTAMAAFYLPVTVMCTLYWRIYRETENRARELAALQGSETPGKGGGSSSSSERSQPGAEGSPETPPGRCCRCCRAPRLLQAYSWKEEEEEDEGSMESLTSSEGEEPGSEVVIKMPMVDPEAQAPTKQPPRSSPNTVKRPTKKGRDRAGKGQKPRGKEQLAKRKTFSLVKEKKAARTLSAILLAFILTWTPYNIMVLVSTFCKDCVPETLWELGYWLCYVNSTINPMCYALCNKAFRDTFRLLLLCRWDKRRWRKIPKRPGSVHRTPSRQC
# CRFBP-R2 agonist – agonists of human CRF-binding protein/CRF-R2 receptor complex; HEK293 CRF-R2/CRF-BP, calcium dye fluorescence (FLIPR); percent of saturating CRF peptide response; 350,000 tested, 0.46% active; activation, % at 13.2 µM;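 active = activation of at least 50%, plus an integration ratio under a set limit after plate pattern correction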;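 also: plate controls were neutral control wells without compound for no effect and CRF at EC100 for full effect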
# CRFR2-BP antag – antagonists of CRF-binding protein/CRF-R2 receptor complex; HEK293 CRF-R2/CRF-BP, CRF-induced calcium fluorescence; inhibition, % at 11.8 µM; 350,000 tested, 0.59% active; AID 588475;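 active = inhibition of the ligand-induced calcium signal above about 50% at the single tested concentration, limit read from the data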
# M5 antag – blocks acetylcholine activation of human M5 receptor. P08912. CHO-hM5 cells, Fluo-8 calcium fluorescence, ACh EC80. inhibition, % at 3 µM. 360,000 tested, 0.59% active. AID 624040;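 active = inhibition above a per-plate cutoff, the mean of that plate's test compounds plus 3 SD, cut at about 27% in these data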;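 also: 0% = acetylcholine EC80 with DMSO and 100% = DMSO without agonist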
# Active calls of the source: *; . = not tested or not shown.
M5 PAM | CHRM5 agonist | M4 PAM | M4 antag | M4 ag | M1 PAM | CRFBP-R2 agonist | CRFR2-BP antag | M5 antag | Structure
5 | 2 | 4 | -6 | 11 | 3 | 0.6 | 11 | -10 | COc1ccc2[nH]c(C(=O)N3CCc4ccccc4C3)c(C)c2c1
-6 | 4 | -6 | -6 | 9 | 1 | -4.9 | -4 | 6 | Cc1cccc(C(=O)NCC(=O)N2CCN(c3ccc(Cl)cc3)CC2)c1
-6 | -1 | 1 | -1 | 4 | -6 | 1.2 | -5 | 4 | Cc1ccc(NC(=O)c2ccc(S(=O)(=O)N3CCC(C)CC3)cc2)nc1
-6 | -4 | -13 | -2 | 1 | 1 | -0.9 | 14 | 6 | CCOc1ccccc1NC(=O)c1ccccc1N(C)S(=O)(=O)c1ccc(C)cc1
3 | -2 | -4 | 9 | 1 | 8 | 0.3 | 10 | 9 | CC(C(=O)NC1C(=O)N2C(C(=O)O)=C(CSc3nnnn3C)CSC12)n1cc(Cl)cn1 (stereo unspecified)
-6 | 5 | -5 | 5 | 7 | -3 | 2.8 | -27 | 5 | Cc1nc(Cl)sc1C(=O)NC(C)c1ccc(Cl)cc1 (stereo unspecified)
8 | -1 | 3 | -6 | 0 | 3 | 0.6 | -7 | -17 | Cc1cc2ncc(C(N)=O)cn2n1
7 | -3 | 3 | -9 | 0 | 3 | 0.0 | -1 | 0 | CCC1(CC)NC(=O)N(CC(=O)OC(C)C(=O)Nc2ccc(NC(C)=O)cc2)C1=O (stereo unspecified)
3 | 6 | 0 | 6 | 1 | 4 | -2.5 | -5 | -2 | Cc1c(N/C=C(\Cl)C(=O)C(F)(F)F)c(=O)n(-c2ccccc2)n1C
-3 | -1 | -1 | -2 | 1 | 5 | -1.3 | -1 | -6 | CC(=O)N1CCc2cc(S(=O)(=O)NC(C(=O)N3CCN(c4ccccc4F)CC3)C(C)C)ccc21 (stereo unspecified)
-4 | 5 | 6 | -7 | 6 | 2 | 0.1 | 2 | 3 | O=C(Nc1nccs1)c1ccc(Cl)c(S(=O)(=O)N2CCOCC2)c1
0 | 0 | 0 | -10 | 1 | 5 | . | . | -3 | COc1cc(NC(=O)C2(C)CCCN(C(C)C)C2)cc(OC)c1OC (stereo unspecified)
3 | 1 | -1 | 14 | 1 | 12 | -2.5 | -12 | 4 | CCn1c(COc2cccc(C)c2C)nnc1SCC(=O)Nc1cc(C)on1
4 | 1 | 10 | -13 | 0 | 16 | -1.5 | 19 | -4 | CCOc1ccc(N2C(=O)CC(Sc3nc(O)c(CC)c(=O)[nH]3)C2=O)cc1 (stereo unspecified)
-2 | 1 | 5 | -10 | 0 | 8 | 1.3 | 3 | 1 | Cc1ccc(S(=O)(=O)N2CCOCC2)cc1NC(=O)CSc1nc(N)cc(N)n1
-5 | 2 | -3 | 1 | 1 | . | . | . | 1 | CC(C)C[C@@H](CN1CCCC1CN1C(=S)NC[C@@H]1Cc1ccccc1)N1C[C@H](Cc2ccc(O)cc2)N(CCc2ccccc2)C1=S (stereo partly specified)
1 | -1 | -1 | -7 | 0 | 5 | 0.5 | 7 | -7 | COCC(C)N=CC1=C(O)CC(C)(C)CC1=O (stereo unspecified)
8 | 2 | -2 | -5 | 1 | 19 | 1.4 | -16 | -6 | COc1ccc(Oc2nc(-c3ccncc3)nc3ccccc23)cc1
5 | -10 | -3 | -8 | -2 | 15 | -4.4 | 10 | 3 | CCn1c(=O)c2ccccc2n(Cc2ccccc2C)c1=O
-3 | -4 | -5 | -4 | 2 | -2 | -2.8 | 34 | -8 | CNC(=O)c1sccc1SCc1ccc(Cl)cc1Cl
2 | 3 | 0 | -9 | 1 | 11 | -0.9 | 7 | -1 | CC1CCC2(CC1)NC(=O)N(NC(=O)CSc1nnc(NC3CC3)s1)C2=O (stereo unspecified)
1 | -1 | 2 | 0 | 5 | 7 | -0.2 | -9 | 11 | CCCN1CCN(C(=O)Nc2cccc(C(F)(F)F)c2)CC1
-1 | -3 | 0 | -5 | 3 | -9 | 1.1 | -2 | -1 | CC(=O)c1ccc(N(CC(=O)NC2CCCCC2)C(=O)CNC(=O)c2cccs2)cc1
0 | 0 | 1 | 3 | -1 | 1 | 0.5 | 2 | 4 | O=C1c2ccccc2C(=O)c2c1ccc(O)c2O
-3 | 2 | 4 | -1 | 0 | -11 | -2.1 | 5 | 6 | CCN1C(=O)/C(=C2\SC(=S)N(c3c(C)n(C)n(-c4ccccc4)c3=O)C2=O)c2ccccc21
-9 | 0 | -6 | -4 | 8 | 17 | -0.7 | -1 | 6 | CCOC(=O)c1ccc(S(=O)(=O)N2CCN(CC(O)COc3ccc(C#N)cc3)CC2)cc1 (stereo unspecified)
-6 | 0 | -1 | 3 | 0 | 7 | . | . | 5 | CCCS(=O)(=O)NC(=O)C1(C)CCCN(C(=O)c2c(C)noc2C)C1 (stereo unspecified)
0 | 4 | 8 | 2 | 13 | 12 | -0.8 | -11 | 4 | CCOC(=O)C1=C(COC(=O)/C=C/c2ccc(OC)c(OC)c2)NC(=O)NC1C (stereo unspecified)
4 | -1 | 7 | -9 | 0 | 1 | 4.9 | -2 | -6 | CC(c1ccccc1)C1NC(C(=O)O)CS1 (stereo unspecified)
-14 | -1 | -2 | 5 | 0 | -2 | 4.1 | 6 | 17 | COc1ccc(CNC(=O)c2cccc(-c3ccc(C)c4ccccc34)n2)cc1
-1 | 3 | 7 | -14 | 0 | 13 | -0.1 | 2 | 4 | O=C(COc1ccc(Cl)c2cccnc12)N1CCOCC1
1 | 4 | 2 | -3 | 0 | 2 | -0.1 | 0 | 4 | COc1ccc(C(=O)NCC(C)(C)N2CCOCC2)cc1S(=O)(=O)N1CCCC1
-3 | 2 | 5 | -1 | 1 | 10 | -1.0 | -1 | 2 | O=C(NCC(c1ccco1)N1CCOCC1)c1ccc(F)c(F)c1 (stereo unspecified)
0 | 0 | 0 | -4 | -1 | 15 | -3.4 | 3 | 15 | Cc1ccc(-c2cc(Cc3cccs3)c(=O)[nH]n2)cc1
9 | -4 | 9 | 9 | 0 | 3 | -0.5 | 6 | -8 | CC1=NC(=O)C(N=Nc2ccccc2)N1c1ccccc1 (stereo unspecified)
3 | -12 | -6 | 7 | 0 | 1 | -0.8 | -7 | 5 | C/C(Cl)=C\C[N+](C)(C)CC(=O)OCCc1ccccc1
11 | 3 | 4 | 9 | 0 | 10 | -1.3 | -33 | -8 | COC(=O)c1ccc(-n2cnc(Cl)n2)c(F)c1
1 | 2 | 0 | -1 | 2 | -33 | 1.9 | -8 | -2 | CCOC(=O)N1CCC(NCCNC(=O)c2cccc(F)c2)CC1
11 | 4 | 13 | 9 | 1 | 5 | -0.8 | -3 | -5 | O=C1NC[C@H](c2ccccc2)N(CC2CCCCC2)C1=O
5 | -6 | 4 | -7 | -1 | -8 | 0.1 | -6 | -3 | Cc1ccc(S(=O)(=O)N2CCCC(C(=O)NCCCN3CCCCC3C)C2)cc1 (stereo unspecified)
-4 | -12 | -5 | 1 | 1 | 3 | 0.0 | 15 | 2 | COc1ccccc1N1CCN(CCCCOc2ccc(C)cc2C)CC1
-1 | 4 | -1 | 2 | 0 | . | . | . | -1 | CC(C)C[C@@H](CN1CCCC1CN1C(=S)NC[C@@H]1Cc1ccccc1)N1C[C@H](Cc2ccc(O)cc2)N(CC2CCCCC2)C1=S (stereo partly specified)
-1 | -19 | -13 | 21 | 0 | -21 | 1.1 | 12 | -10 | O=C(CCC1CCN(Cc2ccc(C#CCCO)cc2)CC1)NC1CC1
-1 | -1 | -6 | 3 | 0 | 2 | -1.2 | -1 | 13 | COc1ccc(Cc2n[nH]c(=S)n(N)c2=O)cc1
-2 | 0 | -1 | 0 | 7 | 1 | 0.2 | -10 | -2 | COc1cccc(OCc2cc(C(=O)N3CCN(C)C(c4ccccc4)C3)no2)c1 (stereo unspecified)
-6 | -3 | -4 | -17 | 2 | -1 | 0.3 | 8 | -4 | Cc1ccc(NS(=O)(=O)c2cccc3cccnc23)c(Cl)c1
4 | -2 | -2 | -2 | 3 | -5 | -2.4 | -19 | 6 | O=C(COC(=O)C1CC2C=CC1C2)Nc1c(Br)cc([N+](=O)[O-])cc1Br (stereo unspecified)
4 | -3 | 12 | -4 | 3 | 7 | -2.0 | 9 | 3 | COc1ccc(NC(=O)CSc2ccc3nnc(-c4cccnc4)n3n2)c(OC)c1
3 | -3 | 0 | -9 | 2 | 7 | -0.2 | 10 | -5 | Cc1cc2c(cc1S(=O)(=O)NCc1ccccc1)NC(=O)CO2
-6 | -3 | 2 | 6 | -1 | 2 | 0.7 | -2 | 10 | CC(=O)NC(c1ccco1)c1cc(Cl)c2ccc(Cl)nc2c1O (stereo unspecified)
-13 | -3 | -2 | 3 | 1 | -3 | -1.5 | -12 | 22 | CN1CCCN(S(=O)(=O)c2cccc(C(F)(F)F)c2)c2nc3ccccc3nc21
4 | -18 | -8 | 6 | 1 | -17 | -1.8 | -2 | 12 | COc1ccc(Cc2n[nH]c(=S)n2Cc2ccccc2)cc1Cl
1 | 1 | -5 | -4 | 0 | 11 | 1.6 | -3 | 3 | COc1ccc(CN(C)CC(=O)NC(C)c2ccccc2)cc1OC (stereo unspecified)
-2 | -4 | -3 | -2 | 1 | -3 | -0.1 | 5 | 0 | O=C(NCc1ccco1)c1ccc(S(=O)(=O)N2CCOCC2)cc1
11 | 3 | 16 | 7 | 0 | 17 | -0.9 | -1 | -6 | Cc1cc(C)cc(C(=O)NC(CC(N)=O)c2ccc(NCCN3CCOCC3)c([N+](=O)[O-])c2)c1 (stereo unspecified)
-3 | -3 | -1 | -2 | 0 | 4 | -0.8 | -5 | 4 | O=C(CSc1nc2ccccc2c(=O)[nH]1)N1CCCCCC1
-1 | -1 | 4 | 6 | 1 | 5 | -1.2 | -3 | -1 | O=C(CCc1nnc2ccc(N3CCCC3)nn12)Nc1ccc(F)cc1F

# Entries above with fluorine, in the order listed:
M5 PAM | CHRM5 agonist | M4 PAM | M4 antag | M4 ag | M1 PAM | CRFBP-R2 agonist | CRFR2-BP antag | M5 antag | Structure
3 | 6 | 0 | 6 | 1 | 4 | -2.5 | -5 | -2 | Cc1c(N/C=C(\Cl)C(=O)C(F)(F)F)c(=O)n(-c2ccccc2)n1C
-3 | -1 | -1 | -2 | 1 | 5 | -1.3 | -1 | -6 | CC(=O)N1CCc2cc(S(=O)(=O)NC(C(=O)N3CCN(c4ccccc4F)CC3)C(C)C)ccc21 (stereo unspecified)
1 | -1 | 2 | 0 | 5 | 7 | -0.2 | -9 | 11 | CCCN1CCN(C(=O)Nc2cccc(C(F)(F)F)c2)CC1
-3 | 2 | 5 | -1 | 1 | 10 | -1.0 | -1 | 2 | O=C(NCC(c1ccco1)N1CCOCC1)c1ccc(F)c(F)c1 (stereo unspecified)
11 | 3 | 4 | 9 | 0 | 10 | -1.3 | -33 | -8 | COC(=O)c1ccc(-n2cnc(Cl)n2)c(F)c1
1 | 2 | 0 | -1 | 2 | -33 | 1.9 | -8 | -2 | CCOC(=O)N1CCC(NCCNC(=O)c2cccc(F)c2)CC1
-13 | -3 | -2 | 3 | 1 | -3 | -1.5 | -12 | 22 | CN1CCCN(S(=O)(=O)c2cccc(C(F)(F)F)c2)c2nc3ccccc3nc21
-1 | -1 | 4 | 6 | 1 | 5 | -1.2 | -3 | -1 | O=C(CCc1nnc2ccc(N3CCCC3)nn12)Nc1ccc(F)cc1F
